Screening data (PubChem BioAssay)
SSB-PriA inh: K. pneumoniae PriA-SSBct interaction inhibition | AID 1272365 | 0.6% of 430,000 active | inhibition, % at 33 µM | AlphaScreen SSBct-PriA binding, biotinylated peptide; in the data active means inhibition mostly above about 37%, no sharp cut-off; inactive means mostly below about 20%;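 further: plate controls were negative control peptide for no effect and reference peptide for full effect; strong numbers were not always called active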
Numbers without * were called inactive; & = joins results of further samples. Not all compounds are listed; the hit share may differ from the screen's.

SMILES	SSB-PriA inh
COc1ccc(SCC(=O)Nc2cccc(OC)c2)cc1	-25
COc1ccc(C(=O)NCCCCCC(=O)NN=Cc2ccco2)cc1OC	-24
Cc1cc(C(=O)NC2CC(O)C(CO)C2)c(C)o1 (stereo not given)	-9
COc1ccc(C(C)=NNc2nc(C)c(C(C)=O)s2)cc1	-6
O=C(Nc1nc2c(s1)CSc1ccccc1-2)c1ccc(S(=O)(=O)N2CCc3ccccc3C2)cc1	-9
Cc1ccccc1C(=O)ON=Cc1c(N2CCOCC2)n(C)c2ccccc12	-7
O=C(CCc1ccc(C(F)(F)F)cc1)NCc1cncc(-c2ccsc2)c1	-19
COc1ccc(S(=O)(=O)Nc2nc(CC(=O)N3CCc4ccccc4C3)cs2)cc1	-7
Cc1noc(C)c1CCC(=O)NCc1cccnc1-c1cccs1	-6
O=S(=O)(NCC1CCN(S(=O)(=O)c2cccnc2)CC1)c1ccc(Cl)s1	1
COc1nn(C)cc1C(=O)Nc1ccc(F)c(Cl)c1	-4
COc1cccc(-c2noc(-c3cc(-c4cccs4)[nH]n3)n2)c1OC	-23&-8
COc1ccc2nc(-c3ccc(Cl)c(NC(=O)C4CCCC4)c3)cn2n1	-25
Cc1cc(C)cc(NC(=O)CCSc2ccc(F)cc2)c1	-38
Cc1cc2ncc3c(n2n1)CCN(C(=O)C1(c2cccs2)CCCC1)C3	2
COc1ccccc1-c1nnc2ccc(OCCNC(=O)Nc3ccccc3)nn12	-8
O=C(NCCN1CCn2cc(OCc3ccccc3)c(=O)cc2C1=O)c1ccccc1	-4
Cc1cccc(C=NN2CCN(c3ccccc3)CC2)c1	6
CCOc1ccc(-c2cc(=O)n(CC(=O)Nc3ccc4c(c3)OCO4)cn2)cc1	-12
Cc1ccc(N2CCC(CNC(=O)NCc3cccs3)CC2)nn1	-12
Cc1ncc(CO)c2cc(C(=O)Nc3ccc(Cl)cc3C(F)(F)F)c(=O)oc12	1
COc1ccc2c(C)c(CC(=O)N3C[C@H]4C[C@H](C3)c3cccc(=O)n3C4)c(=O)oc2c1OC	0
COCCN1CCC(CNC(=O)c2ccc(Cl)cc2Cl)CC1	-4
CC(=NNC(=S)NCc1ccccc1)c1ccc(Cl)s1	23
O=C(Cc1ccc2c(c1)OCO2)N(Cc1ccccc1)c1nc2ccccc2s1	-49

Carrying on.
SMILES	SSB-PriA inh
COc1ccc(-n2nnc(C(=O)OCc3ccc(Cl)cc3)c2C)cc1	-7
Cc1ccc(NC(=O)CC(C)n2cncn2)c(C)c1 (stereo not given)	-33
CCc1cccc2sc(NC(=O)C3COc4ccccc4O3)nc12 (stereo not given)	-15
O=C(Cn1nc(-c2ccc(F)cc2)c2sc(N3CCCC3)nc2c1=O)NC1CCCC1	-20&-1
O=C(Nc1ccn2nccc2c1)NC(c1ccccc1)c1ccccc1	9
CC(C)(C)n1nc2c(c1NC(=O)c1ccccc1Br)C[S@](=O)C2	-10
COC(=O)c1ccc2c(=O)n(CCCC(=O)NCc3cccs3)c(=S)[nH]c2c1	-3
CSc1ccc(C(O)CNC(=O)CSCc2ccccc2)cc1 (stereo not given)	-4
CC(=O)NCCn1ccc(-c2cccs2)n1	-1
CC(Nc1cccc2ccccc12)C(=O)NN=Cc1ccc([N+](=O)[O-])cc1 (stereo not given)	30
Cc1ccc(NC(=O)COc2coc(CN3CCCc4ccccc43)cc2=O)cc1Cl	5
Cc1cc(C)n(-c2ncc(NC(=O)Nc3cc(F)cc(F)c3)cn2)n1	-9
Cn1nc(CCC(=O)Nc2nc3ccccc3[nH]2)ccc1=O	6
COC(=O)NCC1(c2ccsc2)CCCC1	-15
COc1ccccc1CNc1ncnc2c1cnn2-c1cc(Cl)ccc1C	-9
O=C(CSc1nnc(-c2cccc(Cl)c2)o1)N1CCN(c2ccccc2)CC1	-14
O=C1CC(Nc2ccc(N3CCCCC3)cc2)C(=O)N1c1ccc(OC(F)F)cc1 (stereo not given)	-3
CCN(CC)S(=O)(=O)c1ccc(C(O)=C2C(=O)C(=O)N(CCOC)C2c2ccccc2)cc1 (stereo not given)	-7
CC(C)c1nnc(C2CCN(C(=O)CNC(=O)c3ccccc3)CC2)o1	-3
O=C(NCC(O)Cn1ccccc1=O)c1ccc(=O)[nH]n1 (stereo not given)	-8
O=C(c1cccc(C(F)(F)F)c1)N1CCN(CCn2cccn2)CC1	-8
O=C(Cc1ccccc1Cl)N1CCN(c2ccc(-c3ccc4c(c3)OCO4)nn2)CC1	-14&0
O=C(Nc1cccnc1)C1CN(C(=O)c2cnccn2)C1	-19
COc1ccc(C(=O)NCC2CCN(C(=O)NC(C)(C)C)CC2)cc1F	-11
CCn1c(=NC(=O)c2ccccc2C)sc2cccc(Cl)c21	-11

Further entries follow.
SMILES	SSB-PriA inh
COc1cccc2cc(C(=O)NCCn3ccnc3-c3ncccn3)oc12	46*
O=C(CSc1nc2ccccc2[nH]1)c1ccc(F)cc1	3
COc1cc(C=NNC(=O)c2cc(-c3ccccc3)nc3ccccc23)cc(OC)c1O	14
O=C(NCCn1ncccc1=O)C1CCN(c2cc(-n3cncn3)ncn2)CC1	9
Nc1nonc1C(=O)NN=Cc1ccncc1	-8
CC(CC(=O)Nc1ccc(Cl)c(C(F)(F)F)c1)=NNC(=O)c1cc2ccccc2cc1O	-1
Cc1nccn1CC(=O)N/N=C\c1nc2ccccc2n1C	-10
O=C(NCCc1csc(-n2cccn2)n1)c1csc(-c2ccccc2)n1	-22
Cc1cccc(-c2nc3n(n2)C(=O)CC(c2ccco2)S3)c1 (stereo not given)	2
CCOC(=O)NN=C(C)/C=C/c1ccccc1	-6
Cn1c(C2CCN(S(C)(=O)=O)CC2)nn(CC(=O)NCc2ccccc2Cl)c1=O	-4
COc1ccc(C2CCCN2CCNC(=O)Nc2ccccc2)cc1 (stereo not given)	-13
O=S(=O)(c1ccccc1F)N1CCN(c2cc(C(F)(F)F)ncn2)CC1	-4
CS(=O)(=O)N1CCN(C(=O)Nc2cnc3ccnn3c2)C1=O	-9
CC(=O)Nc1ccc2c(c1)CN(C(C)=O)CC2	-5
Cc1ccc(C=NNC(=O)CC(=O)NCCc2ccccc2)cc1	1
COCC(=O)NCCn1ncc2c(=O)n(Cc3cccc(C)c3)cnc21	-4
O=C(CSc1ccc(-c2ccc(-n3cccn3)cc2)nn1)N1CCCc2ccccc21	-10
Cc1ccc(OCCCC(=O)Nc2nc(C)c(C)s2)c(C)c1	5
O=C(Cn1cnc2ccccc21)NCc1nn(CCN2CCCC2)c(=O)c2ccccc12	-12
CCOc1ccccc1C(=O)N1CC(c2nc(C)no2)C1	-18
Brc1ccc(CN2CC(c3nc(-c4ncccn4)no3)C2)o1	-11
O=c1nccc(NN=Cc2cccc(O)c2)[nH]1	-11
Cc1nnsc1C(=O)Nc1ccc(F)cc1	-36
Cc1ccc(-n2ncc(C#N)c2N=CN(C)C)cc1	-24

New compounds follow
SMILES	SSB-PriA inh
O=C1CCc2cc(NC(=O)OCc3ccccc3)ccc2N1	9
CC1(C)CC(=O)C(C(=N)NC(=O)c2ccccc2)=C(O)C1	-13
O=c1[nH]c(O)c(N=Nc2c(Br)cc(Cl)cc2Br)c(=O)[nH]1	-8
Cc1ccc(S(=O)(=O)NCC(c2ccsc2)N2CCCCCC2)s1 (stereo not given)	-9
O=S(=O)(NCc1ccccc1-c1ccsc1)c1cnc[nH]1	-3
Cc1nn(CC(=O)N2CCC(C)CC2)c(=O)c2c1cnn2-c1cccc(Cl)c1	-11
Cc1ccc(NC(=O)Cn2nc(C3CCCN(S(C)(=O)=O)C3)n(C)c2=O)c(C)c1 (stereo not given)	-6
O=C(c1cc(-c2ccco2)[nH]n1)N1CCN(Cc2cnc3ccccn23)CC1	3
Cn1nccc1C(=O)Nc1nc(-c2ccc(Cc3ccccc3)cc2)cs1	-7
Cc1ccc2c(c1)NC(=O)c1cc(NC(=O)c3cccc(Br)c3)ccc1O2	9
CCn1cc(-c2ccccc2)c(C(=O)O)c1C	7
COc1cccc2sc(N3CC(OC(=O)c4cccc(S(=O)(=O)C(C)C)c4)C3)nc12	0
COc1ccc(C(=O)NN=C(C)CC(=O)Nc2ccc(Cl)cn2)cc1	-3
Nc1ccc2scnc2c1N	2
COc1cccc(N2CCN(S(=O)(=O)CCCOc3ccc4c(c3)OCO4)CC2)c1	-21&11
O=S(=O)(N=C(c1ccccc1)N1CCCCCC1)c1ccccc1	-2
C=CCOc1ccc(C=Nn2nnnc2N)cc1OC	-16
CCOC(=O)N1CCN(C(=O)C2CCCN(c3ccc(-c4ccc(C)c(C)c4)nn3)C2)CC1 (stereo not given)	-5
O=C(CSc1ccc(F)cc1)N(Cc1ccco1)C1CCOCC1	7
CC(=O)NC(NC(=S)Nc1ccccc1N1C(=O)c2ccccc2C1=O)C(Cl)(Cl)Cl (stereo not given)	-3
Cc1cccc(NC(=O)[C@@H](NC(=O)N2C[C@H]3C[C@H](C2)c2cccc(=O)n2C3)C(C)C)c1	-6
COCCN1CCC(CNC(=O)C(=O)Nc2ccccc2OC)CC1	-1
COc1cccc(C(=O)Nc2nc(-c3cc(Cl)ccc3Cl)cs2)c1OC	-24
O=C(Cc1ccccc1Cl)NCCCn1ccnc1-c1ccccc1	5
O=C(NCCn1ccnc1-c1cccnc1)c1cccc(C(F)(F)F)c1	-22

Next part:
SMILES	SSB-PriA inh
Cc1cc(N2CCN(c3ccc(O)cc3)CC2)nc(-n2nc(C)cc2C)n1	8
Cc1ccc(NS(=O)(=O)N2CCCCCC2)cc1Cl	-32
Cc1ccc(C=Nn2nnnc2N)cc1[N+](=O)[O-]	-15
CC(=O)c1c(C)cc(C)cc1C	-4
N#Cc1ccc(Cl)cc1NC(=O)C(=O)NCC1CCN(c2cnccn2)CC1	-3
Cc1ccn2cc(CCNS(=O)(=O)c3cc([N+](=O)[O-])ccc3C)nc2c1	12
O=C(NCCCN1CCN(c2ccccc2)CC1)c1ccc(F)c(F)c1	0
CSc1ccccc1CN1CCC(CNS(=O)(=O)c2cn(C)cn2)CC1	0
Cc1cccc(NC(=O)c2cc(-c3ccccn3)nc3ccccc23)n1	-5
CCOC(=O)c1cnn(C2CCS(=O)(=O)C2)c1N (stereo not given)	0
COc1ccc(-n2ccnc(NCc3ccc4c(c3)OCO4)c2=O)cc1Cl	0
O=C(CC1SC(=NN=C2CCCCCC2)NC1=O)Nc1ccccc1F (stereo not given)	-3
CN(C(=O)CN(Cc1ccc(Cl)cc1)S(=O)(=O)c1cccnc1)c1ccccc1	-14
CC(=NNC(=O)c1cccnc1)c1ccc(Br)cc1	-3
O=C(O)c1ccc(CNS(=O)(=O)c2ccc(F)c(Cl)c2)cc1	0
CSc1ccccc1CN1CCC(CNC(=O)c2cc(C3CC3)on2)CC1	6
Cc1cc(=O)n2c(-c3cccc(NC(=O)CC4CCCC4)c3)csc2n1	-5
CCOc1ccc2nc(N(Cc3ccccn3)C(=O)c3nc4ccccc4s3)sc2c1	-11
COc1ccccc1OCC(=O)Nc1ccc(CC(=O)NC2CC2)cc1	-16
CC(=NNC(=O)c1ccccc1O)c1c(O)n(C2CCCCC2)c(=O)[nH]c1=O	-7
O=[N+]([O-])c1ccc(CSc2ncnc3c2oc2ccccc23)cc1	12
O=C(CSc1nc2c(c(=O)[nH]1)CN(Cc1ccc(F)cc1)CC2)Nc1ccc(F)c(Cl)c1	0
Cc1cc2ncc(CCCNC(=O)CCc3ccccc3Br)cn2n1	-9
O=S(=O)(NCc1ccnc(-c2ccsc2)c1)c1ccccc1C(F)(F)F	-8
COc1ccc(C2SCCN2S(=O)(=O)c2ccc3ccccc3c2)cc1Br (stereo not given)	-9

Next compounds:
SMILES	SSB-PriA inh
CCSc1nc(-c2ccc(OC)c(OC)c2)cc(C(F)(F)F)c1C#N	-24
CCOC(=O)N1CCN(C(=O)NC2CC(=O)N(c3ccc(OC)c(OC)c3)C2)CC1 (stereo not given)	-1
CC(=O)OC1CCC2(C)C(=CCC3C2CCC2(C)C(/C(C)=N\O)CCC32)C1 (stereo not given)	4
CCS(=O)(=O)c1cccc(C(=O)Nc2nc3c(C)cccc3s2)c1	-6
COc1ccc(C(=O)ON=C(N)Cc2ccc(Cl)cc2)cc1OC	-12
CCn1nc(C(=O)Nc2nc3ccc(S(N)(=O)=O)cc3s2)cc1C	-6
CC(C)N(C(=O)Cn1nc(C2CC2)c2cnn(-c3ccccc3)c2c1=O)C(C)C	2
O=C(CSc1nnc(Cn2c(=O)sc3ccccc32)n1CCc1ccccc1)Nc1ccccc1C(F)(F)F	-9&4
